DDE Tn7 FP inh: DD(E)-Tn7 binding inhibition, primary FP screen; hit rate 0.13% among 370,000; inhibition, % at 8.3 µM; P02675; FP displacement of FITC-Tn7 peptide from fibrin DD(E); 0% = median of compound wells per plate;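 active = inhibition above the mean of compounds falling within the control limits plus 3 SD of them, cut at about 14% in these data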;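 also: 0% = plate median of compound wells and 100% = 10 µM Aha-Tn7 peptide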
Target sequence (P02675 whole entry, looked up): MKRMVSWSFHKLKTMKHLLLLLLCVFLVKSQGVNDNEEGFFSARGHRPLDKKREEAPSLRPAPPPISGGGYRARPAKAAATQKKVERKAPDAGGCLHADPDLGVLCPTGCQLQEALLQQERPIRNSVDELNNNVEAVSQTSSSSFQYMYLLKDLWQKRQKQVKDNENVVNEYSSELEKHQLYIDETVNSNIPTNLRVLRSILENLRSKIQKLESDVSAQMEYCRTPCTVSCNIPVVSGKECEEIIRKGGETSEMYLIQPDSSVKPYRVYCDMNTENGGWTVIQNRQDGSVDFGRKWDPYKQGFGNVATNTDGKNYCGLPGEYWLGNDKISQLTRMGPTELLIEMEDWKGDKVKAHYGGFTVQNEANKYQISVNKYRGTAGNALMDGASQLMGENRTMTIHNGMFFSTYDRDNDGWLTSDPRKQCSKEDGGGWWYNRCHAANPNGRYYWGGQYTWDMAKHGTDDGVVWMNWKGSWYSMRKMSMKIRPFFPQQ
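Test system – human fibrin DD(E) · Times – 10 min preincubation, 3 h with tracer, room temperature · Detection – fluorescence polarization of the labelled Tn7 tracer · Measure – percent inhibition normalized to high-control wells · Benchmarks – high control wells with 10 µM unlabelled Aha-Tn7 peptide (full inhibition) · Repeats – singlicate testing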
ADAM17 inh: ADAM17 inhibition, QFRET primary screen | recombinant ADAM17, EDANS/DABCYL FRET peptide cleavage | inhibition, % at 6.95 µM | hit rate 0.83% among 370,000 | AID 720648;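 active = inhibition above the mean of compounds lying between control limits plus 3 SD, set per campaign, cut at about 8.5% in these data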;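 also: 0% = DMSO-only wells as the low control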
proKLK7 act: activators of human kallikrein-7 zymogen | P49862 | purified proKLK7, EDANS-DABCYL substrate fluorescence; 100% is mature enzyme control, 0% vehicle | activation, % at 7 µM | hit rate 0.9% among 370,000 | AID 652039;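 active = activation above the mean of all tested compounds plus 3 SD, computed per campaign excluding outliers beyond control limits, cut at about 13% in these data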
ASAP1 inh: ASAP1 ArfGAP inhibition; Q9ULH1; ASAP1-stimulated ARF1 GTP hydrolysis, GDP FP detection; inhibition, % at 16.5 µM; hit rate 0.19% among 360,000; AID 624377; in the data active = inhibition above about 25%;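 also: 0% = vehicle with enzyme and substrate and 100% = no enzyme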
Target sequence (Q9ULH1 325-724 limits assumed): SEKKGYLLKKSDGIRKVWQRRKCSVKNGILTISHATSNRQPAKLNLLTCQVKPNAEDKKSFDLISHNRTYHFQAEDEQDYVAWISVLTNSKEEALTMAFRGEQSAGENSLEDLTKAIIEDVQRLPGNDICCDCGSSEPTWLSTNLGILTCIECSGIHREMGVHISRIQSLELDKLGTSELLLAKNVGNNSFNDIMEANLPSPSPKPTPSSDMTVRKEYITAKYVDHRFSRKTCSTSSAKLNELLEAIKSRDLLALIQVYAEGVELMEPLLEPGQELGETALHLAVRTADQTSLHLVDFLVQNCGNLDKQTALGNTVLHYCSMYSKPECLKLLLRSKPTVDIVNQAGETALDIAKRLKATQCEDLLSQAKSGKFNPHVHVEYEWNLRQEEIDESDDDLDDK
Tn6 DDE FP: DD(E)-Tn6 binding inhibition, primary FP screen; Fibrin DD(E) TRITC-Tn6 fluorescence polarization displacement; P02675; inhibition, % at 8.3 µM; hit rate 0.21% among 370,000;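 active = inhibition above a per-campaign cutoff: mean of compounds within control limits plus 3 SD, cut at about 15% in these data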;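 also: 0% = median of all compound wells on the plate and 100% = blocking peptide control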
TDP2 absorb: blocks human TDP2 phosphodiesterase activity. inhibition, % at 12.8 µM. AID 720702. O95551. recombinant TDP2, T5PNP hydrolysis, p-nitrophenol absorbance 415 nm. hit rate 0.34% among 370,000;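 active = inhibition above the mean of all tested compounds plus 3 SD, set per campaign, cut at about 25% in these data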;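 also: 0% = DMSO with enzyme and 100% = buffer with substrate but no TDP2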
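Assay system: recombinant human TDP2 / Reagent: T5PNP substrate at 5 mM, a TopII-DNA adduct mimic / Measured by: epi absorbance from released p-nitrophenol / Evaluation: % inhibition relative to enzyme-containing and enzyme-free wells / Control set: enzyme-free and DMSO wells / Replicates: each compound tested once, singlicate / Schedule: enzyme reaction with compound for 2 h at 37 °C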
ARFGAP1 inhibitor: rat ARFGAP1 inhibition. Arfgap1-stimulated ARF1 GTP hydrolysis, GDP FP detection. inhibition, % at 16.5 µM. hit rate 0.26% among 360,000. AID 651572;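 active = inhibition above a per-plate limit, mean inhibition of low control wells plus 3 SD, cut at about 25% in these data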;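 also: 0% = DMSO wells with enzyme and 100% = wells lacking Arfgap1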
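Material: truncated rat Arfgap1 GAP domain; Incubation: compound-enzyme preincubation 20 min, reaction 120 min, detection 60 min, 25 °C; Read-out: percent inhibition of Arfgap1-stimulated GTP hydrolysis; Technique: FP, GDP Alexa 633 tracer displaced from anti-GDP antibody, 620/688 nm; Controls: No-Arfgap1 wells (100%) versus DMSO full-reaction wells (0%); Replication: single well per compound.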
PLC-gamma1 inh: blocks human PLC-gamma1 enzyme activity; purified PLC-gamma1, fluorogenic substrate, fluorescence; hit rate 0.84% among 370,000; inhibition, % at 12.2 µM; AID 720700; P19174; in the data active = inhibition above about 9.5%
LEDGF integ inh: blocks HIV-1 LEDGF/p75-dependent DNA integration; TR-FRET IN-LEDGF/p75 DNA integration, Eu/Cy5; inhibition, % at 3.7 µM; hit rate 0.64% among 370,000; AID 743269;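 active = inhibition above the screen-wide mean plus 3 SD, cut at about 13% in these data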;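 also: signal is the Cy5 over europium emission ratio at 671 and 618 nm; 0% = plate median of compound wells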
ADAM10 inh: ADAM10 inhibition, QFRET primary screen; hit rate 0.62% among 370,000; recombinant ADAM10, EDANS/DABCYL FRET peptide cleavage, 3 h; O14672; inhibition, % at 7 µM; AID 720582;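 active = inhibition above a per-campaign cutoff equal to the mean of compounds falling between control-based bounds plus 3 SD, cut at about 20% in these data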;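 also: 0% = DMSO wells while the 100% control is not disclosed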
The depositor's hits bear a star; i = inactive. Compounds were not picked by outcome; about 4.2% have a hit in one of these screens.

The opening 2 compounds as a preview:
molecule	DDE Tn7 FP inh	ADAM17 inh	proKLK7 act	ASAP1 inh	Tn6 DDE FP	TDP2 absorb	ARFGAP1 inhibitor	PLC-gamma1 inh	LEDGF integ inh	ADAM10 inh
O=C(Nc1nnc(-c2ccc(Cl)cc2)o1)c1cccc(N2C(=O)CCC2=O)c1	-3	0	0.3	11	-4	1	6	4	-3	-2
CC1Cc2ccccc2N1C(=O)CSc1nc2c(c(=O)n(C)c(=O)n2C)n1Cc1ccc(F)cc1 (configuration not stated)	-5	-2	0.3	6	-3	8	8	1	-3	3

Results (from the top)
molecule	DDE Tn7 FP inh	ADAM17 inh	proKLK7 act	ASAP1 inh	Tn6 DDE FP	TDP2 absorb	ARFGAP1 inhibitor	PLC-gamma1 inh	LEDGF integ inh	ADAM10 inh
O=C(Nc1nnc(-c2ccc(Cl)cc2)o1)c1cccc(N2C(=O)CCC2=O)c1	-3	0	0.3	11	-4	1	6	4	-3	-2
CC1Cc2ccccc2N1C(=O)CSc1nc2c(c(=O)n(C)c(=O)n2C)n1Cc1ccc(F)cc1 (configuration not stated)	-5	-2	0.3	6	-3	8	8	1	-3	3
COCCNC(=O)c1cc2oc3ccccc3c2n1C	-2	-5	-0.5	-16	-1	2	7	-3	-3	0
CCc1ccc2c(c1)C1(NN=C(c3ccc(C)cc3)S1)C(=O)N2 (configuration not stated)	-2	-11	-0.5	19	-4	-7	3	-154	0	-37
Cc1cc(=O)[nH]c(SCC(=O)NNC(=O)Cc2ccccc2)n1	-3	-1	0.2	7	-7	2	1	0	3	5
O=C(O)c1ccc(NCc2ccc(Br)cc2)cc1	2	1	-0.5	1	-2	8	3	-1	2	-1
CC(=O)N(c1cccc(C)c1)S(=O)(=O)c1ccc(Cl)cc1	6	-4	0.6	1	-5	3	5	1	-2	-2
CN(CCO)C(=O)CCC(=O)Nc1ccc(S(N)(=O)=O)cc1	-8	0	-0.2	3	-4	-10	14	0	2	-1
CN(CC(=O)Nc1cccc(F)c1)C(=O)CCc1nc2sc3c(c2c(=O)[nH]1)CCCC3	-4	-1	-0.2	-3	1	-12	10	-10	8	-4
Cc1c(Nc2c3ccccc3nc3ccccc23)c(=O)n(-c2ccccc2)n1C	0	i	6.4	4	-7	-14	2	-251	-4	i

One compound at a time, from the list above. Order of screens: DDE Tn7 FP inh | ADAM17 inh | proKLK7 act | ASAP1 inh | Tn6 DDE FP | TDP2 absorb | ARFGAP1 inhibitor | PLC-gamma1 inh | LEDGF integ inh | ADAM10 inh
Cc1cc(=O)[nH]c(SCC(=O)NNC(=O)Cc2ccccc2)n1 across the screens: -3 | -1 | 0.2 | 7 | -7 | 2 | 1 | 0 | 3 | 5
O=C(Nc1nnc(-c2ccc(Cl)cc2)o1)c1cccc(N2C(=O)CCC2=O)c1 across the screens: -3 | 0 | 0.3 | 11 | -4 | 1 | 6 | 4 | -3 | -2

New compounds follow
molecule	DDE Tn7 FP inh	ADAM17 inh	proKLK7 act	ASAP1 inh	Tn6 DDE FP	TDP2 absorb	ARFGAP1 inhibitor	PLC-gamma1 inh	LEDGF integ inh	ADAM10 inh
O=C(O)C(Cc1c[nH]c2ccccc12)N1C(=O)C2C3c4ccccc4C(c4ccccc43)[C@@H]2C1=O (some centres not stated)	0	-8	0.5	-2	-4	9	-2	-3	0	1
O=C(Nc1ccc(NC(=O)c2cccnc2Cl)cc1)c1cccc(Cl)c1	0	-4	0.2	4	-12	-1	-1	-1	-2	10
Cc1cccc(NC(=O)c2cc(NC(=O)c3ccco3)ccc2Cl)n1	5	0	0.8	6	-4	-7	-4	2	0	1
COc1cccc(C(=O)NNS(=O)(=O)c2ccc(C)cc2)c1	0	-6	0.9	-5	-2	-4	5	-2	-4	-5
Cc1ccccc1CNC(=O)c1ccccc1	7	-2	0.4	4	2	3	5	2	0	-4
COc1ccc(NC(=O)CN(C)C(=O)/C=C/c2ccc(S(=O)(=O)N3CCCCCC3)cc2)cc1	-4	1	-0.8	-3	0	0	13	1	-1	-15
CC(C)N1CCN(Cc2ccoc2)CC1CCO (configuration not stated)	9	-3	-0.1	6	1	8	3	1	-1	-4
O=C(COC(=O)C1CCC1)NCc1ccc(F)cc1	0	0	-0.2	-11	7	2	-10	-13	4	2
O=C1/C(=N\S(=O)(=O)c2cccs2)C([n+]2ccc(CCCc3ccccc3)cc2)=C([O-])c2ccccc21	1	-2	0.3	3	1	-3	3	-1	-1	1
CC1(C)CC(O)CC(C)(C)N1CC(O)COCCOc1ccc(Br)cc1 (configuration not stated)	1	-2	0.6	1	2	-5	6	0	-8	-1

Next results:
molecule	DDE Tn7 FP inh	ADAM17 inh	proKLK7 act	ASAP1 inh	Tn6 DDE FP	TDP2 absorb	ARFGAP1 inhibitor	PLC-gamma1 inh	LEDGF integ inh	ADAM10 inh
COc1ccccc1CCC(=O)OCC(=O)Nc1c(C)nn(-c2ccccc2)c1C	8	-2	0.2	2	3	5	7	1	-1	-10
C=CCOc1ccc(-c2n[nH]c(=S)o2)cc1	3	-12	0.0	-4	-3	7	0	-16	-4	-25
O=C(CSc1ccc(Cl)cc1)Nc1cccc(-c2nc3ncccc3o2)c1	-2	0	0.0	-1	4	-12	5	0	-3	-7
Cc1ccc(C(=O)Nc2ccccc2N2CCCC2)cc1S(=O)(=O)N1CCOCC1	-1	-4	-0.4	8	-2	1	18	-3	-3	-8
CC(C)(C)c1ccc(OC2=CS(=O)(=O)c3ccccc32)cc1	0	2	0.0	4	-4	-1	-3	-2	-1	2
CCOC(=O)/C(C#N)=C1/C=C(C)NC(c2ccccc2O)=N1	-3	-4	-0.1	-17	0	11	-3	-51	2	-6
O=C(COC(=O)C1CC2CCCC(C1)C2=O)NNC(=O)c1ccccc1Br (configuration not stated)	0	0	0.0	7	2	11	-10	0	0	-9
COc1ccc(Nc2ccc3c(c2)=NC2(CCCCC2)[N+]=3[O-])cc1	-4	9.7*	0.5	-15	-5	-9	0	-3	4	6
CCN(C(=O)CN1CCN(c2ccccc2OC)CC1)c1c(N)n(Cc2ccccc2)c(=O)[nH]c1=O	-13	3	-1.1	23	-1	-3	10	4	0	-1
O=C1N=c2ccccc2=C1c1sc(NS(=O)(=O)Cc2ccccc2)nc1O	-2	-5	-0.2	-5	-12	-11	5	-3	-9	-1

Looked up above:
proKLK7 act with O=C(CSc1ccc(Cl)cc1)Nc1cccc(-c2nc3ncccc3o2)c1 reads 0.0
LEDGF integ inh with O=C1N=c2ccccc2=C1c1sc(NS(=O)(=O)Cc2ccccc2)nc1O reads -9
proKLK7 act with COc1ccccc1CCC(=O)OCC(=O)Nc1c(C)nn(-c2ccccc2)c1C reads 0.2

Next section:
molecule	DDE Tn7 FP inh	ADAM17 inh	proKLK7 act	ASAP1 inh	Tn6 DDE FP	TDP2 absorb	ARFGAP1 inhibitor	PLC-gamma1 inh	LEDGF integ inh	ADAM10 inh
COC(=O)c1cc(Cl)c(NC(=O)c2cc(OC)c(OC)c(OC)c2)cc1OC	1	-4	-0.3	-3	4	-10	7	0	-3	1
Cc1nc2ccccc2nc(C)c1=NOCc1ccc(Cl)cc1Cl	2	-8	0.1	3	1	0	12	-8	0	-14
O=C(NC(=S)Nc1cccc(Cl)c1N1CCCCC1)c1cccs1	-4	0	0.4	-2	8	-15	6	1	-1	-4
FC(F)Oc1ccc(-c2c[n+]3c(n2-c2ccccc2)CCCCC3)cc1	-4	-6	0.7	-13	2	6	-6	0	-2	-10
CCCCCC(=O)NC(=S)Nc1ccc(Br)cc1C	-6	4	-0.7	7	-1	-9	-4	6	4	13
COc1ccc(-n2ncc3c(=O)n(Cc4c(F)cccc4Cl)cnc32)cc1	4	-4	0.0	-6	1	13	-2	-2	-3	-4
COc1cccc(CNC(=O)CN2CCC(c3nc4ccc(C)cc4[nH]3)CC2)c1	4	-10	0.2	-5	1	-5	3	-1	1	-5
CC1CCc2cc(F)ccc2N1C(=O)CN1C(=O)c2ccccc2C1=O (configuration not stated)	4	-2	1.0	-6	4	0	3	2	-2	-6
COc1cc2c(cc1OC)C(C)N(C(=O)c1cc3n(n1)C(C(F)(F)F)CC(c1ccco1)N3)CC2 (configuration not stated)	-4	0	1.0	-2	-1	3	-11	-2	-3	1
CC1=NN(c2ccc([N+](=O)[O-])cc2)C(=O)/C1=C\N(C)C	-2	0	-0.5	12	0	1	0	5	1	12
CC(C)C[C@@H](CN1CCCC1CN1C(=S)NC[C@@H]1Cc1ccccc1)N1C[C@H](Cc2ccc(O)cc2)N(CC2CCCCC2)C1=S (some centres not stated)	3	-3	0.3	6	-10	-2	-9	2	-2	0
O=C(CNC1CCCCCC1)Nc1ccccc1N1CCCCC1	0	-2	0.0	-2	-7	-8	13	6	-1	5
CC1CC(C)(C)NC(=S)N1CCC(=O)Nc1ccc2c(c1)OCCO2 (configuration not stated)	1	-3	0.3	-5	1	3	-2	-1	3	1

Part of the list above, limited to proKLK7 act:
| canonical_smiles | proKLK7 act |
| --- | --- |
| O=C1N=c2ccccc2=C1c1sc(NS(=O)(=O)Cc2ccccc2)nc1O | -0.2 |
| COC(=O)c1cc(Cl)c(NC(=O)c2cc(OC)c(OC)c(OC)c2)cc1OC | -0.3 |
| Cc1nc2ccccc2nc(C)c1=NOCc1ccc(Cl)cc1Cl | 0.1 |
| O=C(NC(=S)Nc1cccc(Cl)c1N1CCCCC1)c1cccs1 | 0.4 |
